BAP1 block = human BAP1 deubiquitinase inhibition; 72,000 compounds, 0.48% hits; activity remaining (% of control), % at 20 µM; Q92560; recombinant BAP1, Ub-AMC hydrolysis fluorescence kinetic; active compounds read low;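 active means activity remaining at or below 50% of control, provided the compound also passes the data quality filters; inactive means the rest, including low values that fail the filters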;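 further: 100% = DMSO wells rate and 0% = substrate alone blank rate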
Target sequence (Q92560 whole entry, looked up): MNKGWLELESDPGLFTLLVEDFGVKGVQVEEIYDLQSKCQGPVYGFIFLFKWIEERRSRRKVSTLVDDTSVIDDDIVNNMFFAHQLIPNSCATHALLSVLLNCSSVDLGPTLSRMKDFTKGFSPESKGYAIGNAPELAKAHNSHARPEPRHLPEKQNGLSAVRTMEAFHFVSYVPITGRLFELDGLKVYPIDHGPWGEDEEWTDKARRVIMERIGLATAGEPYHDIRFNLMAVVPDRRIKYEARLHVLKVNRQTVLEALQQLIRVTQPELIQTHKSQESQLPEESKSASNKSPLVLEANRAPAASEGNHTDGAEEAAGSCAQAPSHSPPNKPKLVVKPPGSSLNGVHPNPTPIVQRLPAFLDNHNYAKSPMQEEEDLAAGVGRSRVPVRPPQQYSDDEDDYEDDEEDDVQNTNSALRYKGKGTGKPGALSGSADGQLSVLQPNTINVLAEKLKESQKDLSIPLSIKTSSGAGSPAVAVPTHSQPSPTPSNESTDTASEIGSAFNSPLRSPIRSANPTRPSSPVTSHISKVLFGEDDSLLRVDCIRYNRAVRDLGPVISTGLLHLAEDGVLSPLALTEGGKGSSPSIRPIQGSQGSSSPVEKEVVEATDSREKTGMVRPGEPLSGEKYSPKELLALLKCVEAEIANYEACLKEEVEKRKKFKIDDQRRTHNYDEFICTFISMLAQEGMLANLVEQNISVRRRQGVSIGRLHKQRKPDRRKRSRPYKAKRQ
HePTP inh = blocks human HePTP tyrosine phosphatase | P35236 | recombinant HePTP phosphatase activity, OD absorbance | inhibition, % at 20 µM | 110,000 compounds, 0.64% hits | AID 521; in the data active means inhibition above about 50%;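 further: plate controls were vehicle for no effect and reference inhibitor for full effect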
Target sequence (P35236 whole entry, looked up): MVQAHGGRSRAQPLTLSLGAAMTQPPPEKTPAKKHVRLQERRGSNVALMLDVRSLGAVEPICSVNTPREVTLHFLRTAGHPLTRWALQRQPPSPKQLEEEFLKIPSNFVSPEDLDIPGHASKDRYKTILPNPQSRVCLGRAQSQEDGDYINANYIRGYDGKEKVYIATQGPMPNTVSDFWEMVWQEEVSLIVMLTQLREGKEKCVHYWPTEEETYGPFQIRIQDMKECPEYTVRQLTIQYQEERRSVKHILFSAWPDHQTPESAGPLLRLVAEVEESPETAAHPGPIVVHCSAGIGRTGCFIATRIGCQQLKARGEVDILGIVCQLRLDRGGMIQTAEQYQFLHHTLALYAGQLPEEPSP
Numbers without * were called inactive; . = no result given; & = joins results of further samples.

SMILES	BAP1 block	HePTP inh
CCOC(=O)C(NC(C)=O)(Nc1ccc(F)cc1)C(F)(F)F (stereo not given)	90.6	-0.3
O=C(NC(=S)Nc1ccc(-c2nc3ccccc3o2)cc1)c1ccco1	.	0.3
O=C(O)CC1Oc2ccc(Cl)cc2NC1=O (stereo not given)	99.3	8.3
CCc1ccc(OCC(=O)Nc2ccc(OC(F)(F)F)cc2)cc1	.	-2.0
CC1Oc2ccccc2N(CC(=O)N(Cc2ccccc2)Cc2ccccn2)C1=O (stereo not given)	105.1	3.1
COc1ccc(S(=O)(=O)Nc2cc(C)ccc2C)cc1OC	.	7.1
COc1ccc(N/C(N)=N\c2nc(C)cc(C)n2)c(OC)c1	.	-18.6
c1ccc2c(c1)OCC(c1nnc3sc(-c4cnccn4)nn13)O2 (stereo not given)	.	11.5
O=C(CC1SC(=Nc2ccccc2)N(c2ccccc2)C1=O)Nc1cccc(Cl)c1 (stereo not given)	.	-13.3
COc1ccc(C2=Nc3ccccc3NC(c3ccc([N+](=O)[O-])cc3)C2)cc1 (stereo not given)	.	0.6

Next section; the last 3 above are carried over.
SMILES	BAP1 block	HePTP inh
c1ccc2c(c1)OCC(c1nnc3sc(-c4cnccn4)nn13)O2 (stereo not given)	.	11.5
O=C(CC1SC(=Nc2ccccc2)N(c2ccccc2)C1=O)Nc1cccc(Cl)c1 (stereo not given)	.	-13.3
COc1ccc(C2=Nc3ccccc3NC(c3ccc([N+](=O)[O-])cc3)C2)cc1 (stereo not given)	.	0.6
CCOc1ccccc1NC(=O)c1ccc(CN(c2ccccc2)S(C)(=O)=O)cc1	.	3.7
Cc1cc(C)n2c(SCCc3ccccc3)nnc2n1	.	-10.6
CCc1c(C)c(C#N)c2nc3ccccc3n2c1N(C)C	84.9	2.9
CCCCCSc1nncc(=O)[nH]1	99.5	1.7
O=C(O)c1ccccc1S(=O)(=O)NCC(O)COC1CCCCC1 (stereo not given)	126.3	5.4
COc1cccc(C2=CC(c3cccc(OC)c3OC)n3nnnc3N2)c1 (stereo not given)	96.0	5.8
CCC(C(=O)NCc1ccco1)N(C(=O)CNS(=O)(=O)c1ccc(C)cc1)c1ccccc1OC (stereo not given)	88.4	5.3
O=C(CSc1nnc(-c2ccc(Br)cc2)o1)OCc1ccccc1	.	3.4
COCCCn1c(SCC(=O)N2CCCCC2C)nnc1-c1ccco1 (stereo not given)	88.4	2.9
Cc1cccc(C)c1OCc1nnc(SCC(=O)Nc2ccccc2F)o1	94.7	15.1
CC(=O)N1CCc2cc(S(=O)(=O)NCCC(=O)Nc3cc(C)cc(C)c3)ccc21	111.2	4.1
COC(=O)N(C)CCCC1(C)C(=O)N(C)c2ccc(O)cc21 (stereo not given)	100.7	2.9&-31.7
O=C(N1CCOCC1)C(F)(F)C(F)(F)C(F)(F)C(F)(F)C(=O)N1CCOCC1	86.0	7.0&4.1
CCOC(=O)c1c(NC(=O)CSc2nc3c(c(=O)n(C)c(=O)n3C)n2CC)sc(C)c1C	99.4	-0.7
NC(=O)C1CCN(C(=O)N2c3ccccc3Sc3ccccc32)CC1	117.3	-0.6
O=C(NC1CCCC1)C(c1ccccc1)N(C(=O)c1ccno1)c1cccnc1 (stereo not given)	83.3	3.0
CCN(CC)CCOC(=O)c1ccc(NC(=O)COc2cc(=O)n(CC)c3ccccc23)cc1	106.5	4.0
CC(CCc1ccccc1)NCC(O)c1ccc(O)c(C(N)=O)c1 (stereo not given)	.	-11.1
C=CCc1cc(/C=C2/C(=O)NC(=O)N(c3ccccc3)C2=O)cc(OC)c1O	.	7.6
Cc1cc2nc3c(nc2cc1C)C1(C(=O)O)CCC3(C)C1(C)C (stereo not given)	82.5	-4.3
Nc1nc(CN2CCOCC2)cs1	83.6	0.2
Cc1c(Cl)cccc1N=Cc1ccc([N+](=O)[O-])o1	.	8.2
Cc1c(Cl)cccc1NC(=O)CN(c1ccc(Br)cc1)S(=O)(=O)c1ccccc1	.	-2.1
CCOC(=O)CN1C(=O)COc2ccc(C(C)(C)C)cc21	138.5	7.3
COC(=O)c1c(NC(=O)Cc2cccs2)sc(C)c1C	.	8.6
CC(C)c1ccc(/C=C2\SC(=S)N(Cc3ccco3)C2=O)cc1	.	7.3
COc1ccc(C(=O)COC(=O)c2cccc(N3C(=O)C4C5CCC(C5)C4C3=O)c2)cc1 (stereo not given)	84.9	.
C/C=C/COC(=O)C1=C(C)NC(=O)NC1c1ccccc1F (stereo not given)	.	5.6
Fc1cccc(CN2CCN(Cc3ccco3)CC2)c1	.	-6.2
COC(=O)c1ccccc1NC(=O)c1cc(Br)ccc1OC	.	-5.9
CCCC(=O)NC(c1ccc(Cl)cc1)c1c(OC(C)=O)ccc2ccccc12 (stereo not given)	.	5.6
Cc1nnc(N/N=C/c2ccccc2OCc2ccccc2)[nH]c1=O	.	6.4
CC(C(=O)N1c2ccccc2Sc2ccc(C(F)(F)F)cc21)N1C(=O)c2ccccc2C1=O (stereo not given)	.	-15.1
COc1ccc(-c2csc3ncnc(NCCN4CCOCC4)c23)cc1	85.9	1.5
CCOC(=O)c1ccccc1NC1c2ccccc2C(=O)N1c1ccc(C)cn1 (stereo not given)	.	0.5
CSc1nc(O)c(Cc2ccccc2)c(=O)[nH]1	111.4	8.9
CC1CCc2c(sc3ncnc(NCCN4CCOCC4)c23)C1 (stereo not given)	88.0	8.2
C=CCNC(=O)/C=C/c1ccc(OC)c(OC)c1	.	-6.8
CCN(CC)c1nc2n(c(=S)n1)CCS2	101.2	8.1
CCCCn1c(-c2ccccc2)nnc1-c1ccccc1	102.0	9.6
CC(=O)OC1c2ccccc2C(=O)N1c1ccccc1C (stereo not given)	102.5	10.2
Cc1nc2ccc(S(=O)(=O)N(C)CC(=O)NCc3ccc4c(c3)OCO4)cc2s1	92.5	3.4
CCOC(=O)c1c(C)[nH]c(C(=O)COC(=O)CCC(=O)c2ccc3c(c2)OCCO3)c1C	71.3	7.7
O=C(COc1ccc2ccccc2c1)Nc1cccc2ccccc12	.	3.5
COc1ccc(-c2cc(C(F)(F)F)n3nc(C(=O)NCCCn4ccnc4)c(Cl)c3n2)cc1	.	-12.7
CCN(CC)CCOc1c(Br)ccc2c1sc1nc3n(c(=O)c12)CCC3	102.6	10.1
CCOC(=O)Cc1csc(NC(=O)CSc2ncnc3c2cnn3-c2ccccc2Cl)n1	90.8	9.3
COC(=O)CN1C(=O)C(O)(CC(=O)c2ccccc2)c2ccccc21 (stereo not given)	97.1	-2.0
O=C1NC(c2ccc(Br)cc2)=N/C1=C/c1ccccc1F	.	1.4
Nc1ccc(OCc2ccccc2)cc1	97.5	1.3
Next structures follow.
SMILES	BAP1 block	HePTP inh
CSc1ccc(/C=C2\C(=O)NC(=O)N(c3cc(C)cc(C)c3)C2=O)cc1	.	1.6
C=CCOC(=O)C1=C(C)Nc2ncnn2C1c1cc(Br)ccc1F (stereo not given)	97.1	1.9
Cc1nc(N2CCN(c3ccccc3)CC2)nc2c1C(=O)CC(C)C2 (stereo not given)	85.7	-3.4
CC1=C(C(=O)OCC2CCCO2)C(c2ccc(O)cc2)NC(=O)N1 (stereo not given)	78.7	-4.3
N#CC1=C(N)C(C#N)(C#N)[C@H](c2c(F)cccc2F)[C@H]2CC3(CC=C12)OCCO3	116.8	3.0
CC1=C(C(=O)Nc2cccnc2)C(c2ccc(C(C)C)cc2)n2ncnc2N1 (stereo not given)	89.5	-1.2
CC(=O)Nc1ccc(NC(=O)CN(c2ccccc2Cl)S(C)(=O)=O)cc1	125.5	3.4
COc1ccc(C2SCCN2S(=O)(=O)c2ccc(C)cc2)cc1 (stereo not given)	.	5.4
Cc1cc(S(=O)(=O)N2CCC(NC(=O)C34CC5CC(CC(C5)C3)C4)CC2)ccc1-n1cnnn1	96.5	-0.4
COCCCNC(=O)COc1ccccc1	.	0.1

Fetched one by one from above:
SMILES	BAP1 block	HePTP inh
C=CCNC(=O)/C=C/c1ccc(OC)c(OC)c1	.	-6.8
COC(=O)CN1C(=O)C(O)(CC(=O)c2ccccc2)c2ccccc21 (stereo not given)	97.1	-2.0
C/C=C/COC(=O)C1=C(C)NC(=O)NC1c1ccccc1F (stereo not given)	.	5.6
CC(CCc1ccccc1)NCC(O)c1ccc(O)c(C(N)=O)c1 (stereo not given)	.	-11.1
CSc1nc(O)c(Cc2ccccc2)c(=O)[nH]1	111.4	8.9
COc1ccc(N/C(N)=N\c2nc(C)cc(C)n2)c(OC)c1	.	-18.6
NC(=O)C1CCN(C(=O)N2c3ccccc3Sc3ccccc32)CC1	117.3	-0.6

(next part)
SMILES	BAP1 block	HePTP inh
COc1cccc(OCCNc2cc(N3CCN(C)CC3)ccc2[N+](=O)[O-])c1	55.8	.
CCCCC(=O)Nc1ccc(C(=O)NCC(=O)OC)cc1	71.8	2.6
O=C(COc1cccc(Cl)c1)NCCc1ccccc1	.	-15.3
Cc1ccc(NC(=O)c2cc(C(=O)O)ccc2C(=O)O)c([N+](=O)[O-])c1	.	-6.2
Cc1ccc(S(=O)(=O)c2nc(S(C)(=O)=O)sc2NCC2CCCO2)cc1 (stereo not given)	99.1	-9.6
Cc1cc(NC(=O)CN2C(=O)C3CC=CCC3C2=O)no1 (stereo not given)	119.7	.
Cc1ccc(C(=O)NCCNC(=O)CN2CCOCC2)cc1	104.0	5.2
O=C(N/N=C/c1ccc(C(=O)O)cc1)C(=O)NC1CCCCC1	.	-3.3
O=C(NCc1cccc(Cl)c1)c1ccco1	85.9	6.3
CC(C)COC(=O)C(N)C(C(=O)OCC(C)C)c1ccccc1 (stereo not given)	106.3	3.0
O=C(CN(CCc1ccccc1)C(=O)CNS(=O)(=O)c1ccc(F)cc1)NCC1CCCO1 (stereo not given)	102.3	6.2
COc1cccc(-c2nn(C)c3sc(C(=O)NCc4ccc5c(c4)OCO5)cc23)c1	76.4	7.2
Cn1c(SCC(=O)NC2CCCCC2)nnc1-c1cc2cc(Cl)ccc2o1	103.3	3.7
O=C(NCCCN1CCOCC1)c1ccc(Br)s1	113.4	6.4
CCc1cc(=O)oc2cc(OCc3ccc(F)cc3)ccc12	.	0.8
CCOC(=O)C1CCN(CCC(=O)Nc2cccc(Cl)c2)CC1	93.3	9.8
C=CCNc1nc(C2(C)CC3(CC(C)(C)OC3=O)C(=O)O2)cs1 (stereo not given)	81.9	4.1
Cc1cccc(-n2c(C)cc(/C=N/NC(=O)CN3CCOCC3)c2C)c1	.	-5.9
CCCC(=O)Nc1ccc(NC(=O)c2cccc(Cl)c2)cc1	.	-6.5
COc1ccc(/C=C(/NC(=O)c2ccco2)C(=O)N2CCCCC2)cc1	.	5.3
COc1ccccc1-c1nc(C#N)c(N2CCc3ccccc3C2)o1	53.0	2.0
CCc1ccc(-c2cc(C(=O)NC(C)(C)C)c3ccccc3n2)cc1	.	-7.3
COc1ccccc1NCN1C(=O)CSC1=O	.	2.2
Cc1cc(Cl)ccc1OCc1nc(-c2cccc([N+](=O)[O-])c2)no1	.	8.1
Fc1ccc2nc3[nH]c4ccccc4c3nc2c1	83.7	3.7
NC(=O)c1c(/N=C/c2cc(Cl)cc(Cl)c2O)sc2c1CCCC2	.	8.7
CCOc1cc(C2C(C(=O)OC)=C(C)NC3=C2C(=O)c2ccccc23)ccc1OCc1cccc(F)c1 (stereo not given)	.	5.9
COc1ccc(N2C(=O)CCC(C(=O)N3CCOCC3)C2c2ccc(F)cc2)cc1 (stereo not given)	.	8.6
O=S1(=O)C=C(Sc2nc3cc(Cl)ccc3o2)c2ccccc21	65.1	3.4
CCOC(=O)COn1c2c(c3c4no[n+]([O-])c4ccc31)CCCC2	105.5	4.7
Cc1cc(C)c2c(n1)nn1c(C3CC3)cc(C(F)(F)F)nc21	103.9	7.7
O=C(NC1CC2CCCC(C1)N2C1CC1)NC12CC3CC(CC(C3)C1)C2 (stereo not given)	92.5	5.8
CC1CCC(C(C)C)C(OC(=O)c2ccco2)C1 (stereo not given)	.	0.2
COc1ccc(CNC(=O)CCS(=O)(=O)c2cccc3nonc23)cc1	.	0.0
Cn1c(SCC(=O)Nc2ccccc2-c2ccccc2)nnc1-c1ccco1	95.3	12.7
Brc1ccc(C2Nc3cccc4cccc(c34)N2)o1	43.0*	-5.1
CCCCOc1ccc(C2NC(=O)NC(C)=C2C(=O)OCC)cc1 (stereo not given)	.	3.3
Fc1ccc(OCCOCCOc2ncnc3ccccc23)cc1	.	-10.4
CCCc1[nH]nc2c1C1(CCOC1C)C(C#N)=C(N)O2 (stereo not given)	109.1	8.7
O=C(Nc1ccccc1-c1nc2ccccc2[nH]1)c1ccc(S(=O)(=O)N2CCCCC2)cc1	.	-2.2
CC(C)(C)n1nnnc1C(c1cccc(C#N)c1)N1CCN2CCCC2C1 (stereo not given)	91.1	12.9
O=C(Cc1ccsc1-c1ccccc1)NO	93.7	5.4
O=C(N/N=C\c1cn(Cc2ccc(Cl)c(Cl)c2)c2ccccc12)c1ccc([N+](=O)[O-])cc1	.	-13.4
COc1ccc(S(=O)(=O)N(CCCN2CCCC2=O)Cc2cc3c(C)cc(C)cc3[nH]c2=O)cc1	130.5	5.2
COc1ccc(NC(=O)CN(c2ccc(C)cc2)S(=O)(=O)c2c(C)nn(C)c2C)cc1OC	106.4	-5.3
CC(C)Sc1nc2c(c(=O)n1-c1ccc(F)cc1)SCC2	80.1	-8.5
CC1C[C@@]2(NC(=O)NC2=O)C(C)CN1C (stereo not given in full)	121.7	3.0
O=C(Nc1ccc(N2CCOCC2)cc1)c1cc2ccccc2oc1=O	.	7.9
O=C(CCCN1C(=O)c2cccc3cccc(c23)C1=O)N1CCN(Cc2ccc3c(c2)OCO3)CC1	.	7.7
Cc1cccc(-n2c(Cc3cc(=O)[nH]c(=O)[nH]3)nnc2SCC(=O)N2CCCCC2)c1	100.2	4.8
O=S(=O)(N/N=C/c1ccc2ccccc2c1)c1ccc(Cl)cc1	.	7.6

Screens: PubChem, several laboratories
